SENP1 inh – inhibitors of human SENP1 SUMO protease catalytic domain. inhibition, % at 10 µM. Q9P0U3. recombinant SENP1 catalytic domain, CyPet-SUMO1-YPet FRET cleavage. 360,000 compounds, 0.21% hits;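 active = inhibition at least 30% at 10 µM, raw YFP signal under a set limit, fluorescence ratio 0.5 to 1.5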;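 also: 0% = enzyme with DMSO and 100% = no enzyme wells; some results filed as inactive read as strong as hits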
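system = hSENP1 catalytic domain, recombinant | reagent = SFCypet-SUMO1-SFYpet substrate at 25 nM | doses = one dose per compound, 10 µM, 0.5% DMSO | incubation = enzyme reaction for 50 min at room temperature, dark | measured by = FRET, CFP and YFP emission | controls = no-enzyme low, enzyme-DMSO high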
PfG6PD inh – PfG6PD (Plasmodium falciparum) enzyme inhibition. PfGluPho enzyme, NADPH resazurin-diaphorase fluorescence. inhibition, % at 20 µM. 350,000 compounds, 0.78% hits. AID 504690;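 active = inhibition reaching at least a set limit at 20 µM in the primary screen, cut at about 59% in these data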;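 also: 0% = DMSO wells with substrate and 100% = DMSO wells lacking glucose-6-phosphate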
MPTP block – permeability transition pore inhibition; isolated mouse mitochondria, Ca2+ swelling absorbance, 30 min; inhibition, % at 10 µM; 360,000 compounds, 1.4% hits; AID 602449;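 active = inhibition of 50% or more, scaled per plate between neutral and stimulator controls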;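 also: 0% = DMSO wells given calcium and 100% = 1 mM EGTA wells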
SENP8 inh – inhibitors of human SENP8 protease; recombinant SENP8, Nedd8 substrate fluorescence; inhibition, % at 20 µM; 360,000 compounds, 0.64% hits; in the data active = inhibition mostly above about 40%, no sharp cut-off; inactive = mostly below about 27%
Target sequence (Q96LD8 whole entry, looked up): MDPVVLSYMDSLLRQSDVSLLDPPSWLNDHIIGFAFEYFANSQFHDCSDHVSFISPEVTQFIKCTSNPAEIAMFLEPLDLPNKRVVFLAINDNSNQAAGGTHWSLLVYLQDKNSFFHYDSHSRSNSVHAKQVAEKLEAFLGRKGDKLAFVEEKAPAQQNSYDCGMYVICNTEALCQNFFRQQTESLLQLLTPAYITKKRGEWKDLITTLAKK
hIAP act – human IAP activation. P09923. purified human IAP, CDP-Star luminescence, 30 min; hits give high values; 1 = vehicle-only enzyme, 0 = enzyme-free background. activation factor at 10 µM. 330,000 compounds, 0.16% hits;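 active = activation factor of the enzyme at least 2-fold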; also: the source names both 10 and 20 µM as test concentration; values of inactives mirror those of a sister screen read the other way
ATG4B inhibitor – inhibitors of human ATG4B cysteine protease; inhibition, % at 8.33 µM; Q9Y4P1; ATG4B cleavage of LC3-PLA2, NBD-HPC fluorescence, 1 h; AID 504462; 340,000 compounds, 0.51% hits; in the data active = inhibition above about 40%
Target sequence (Q9Y4P1 whole entry, looked up): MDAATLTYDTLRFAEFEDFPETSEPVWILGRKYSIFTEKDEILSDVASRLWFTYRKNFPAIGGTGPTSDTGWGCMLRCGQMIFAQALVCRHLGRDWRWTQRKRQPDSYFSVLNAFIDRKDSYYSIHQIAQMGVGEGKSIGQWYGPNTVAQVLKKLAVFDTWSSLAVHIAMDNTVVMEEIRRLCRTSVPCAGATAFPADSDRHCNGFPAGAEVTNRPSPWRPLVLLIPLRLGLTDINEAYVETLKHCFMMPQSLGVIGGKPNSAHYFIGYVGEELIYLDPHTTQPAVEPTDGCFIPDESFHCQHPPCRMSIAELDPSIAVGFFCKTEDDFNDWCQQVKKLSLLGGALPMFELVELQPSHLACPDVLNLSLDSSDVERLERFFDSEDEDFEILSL
GRIN3A LBD mod – modulates the human NR3A ligand-binding domain | AID 1259313 | Tm shift relative to glycine control, % at 25 µM | NR3A LBD differential scanning fluorimetry, Tm shift; 0% = protein alone, 100% = glycine-bound protein | 340,000 compounds, 2.5% hits;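 active = melting temperature shift of at least 10% of the positive control shift, at one fixed dose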
SENP6 inh – SENP6 protease inhibition; inhibition, % at 10 µM; AID 2599; Q9GZR1; Recombinant SENP6 catalytic domain, aminoluciferin luminescence; 330,000 compounds, 1.8% hits;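 active = inhibition above about 50% at the single tested dose, limit read from the data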;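 also: plate controls were DMSO wells with enzyme for no effect and DMSO wells lacking enzyme for full effect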
Target sequence (Q9GZR1 628-1112 limits assumed): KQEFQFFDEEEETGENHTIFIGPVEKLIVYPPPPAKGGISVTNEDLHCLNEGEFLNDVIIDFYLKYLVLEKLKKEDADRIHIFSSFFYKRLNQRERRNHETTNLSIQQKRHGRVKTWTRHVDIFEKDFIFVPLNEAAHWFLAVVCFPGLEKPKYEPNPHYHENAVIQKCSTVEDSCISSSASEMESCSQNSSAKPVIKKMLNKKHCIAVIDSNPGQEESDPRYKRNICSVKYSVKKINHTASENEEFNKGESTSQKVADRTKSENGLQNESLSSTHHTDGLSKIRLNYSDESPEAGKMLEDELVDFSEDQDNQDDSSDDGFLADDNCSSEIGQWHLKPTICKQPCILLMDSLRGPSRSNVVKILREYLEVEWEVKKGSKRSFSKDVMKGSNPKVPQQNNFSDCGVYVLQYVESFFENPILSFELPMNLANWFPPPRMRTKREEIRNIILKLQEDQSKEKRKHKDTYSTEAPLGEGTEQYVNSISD
* hit, by the source's call; / = not tested or not shown.

SMILES	SENP1 inh	PfG6PD inh	MPTP block	SENP8 inh	hIAP act	ATG4B inhibitor	GRIN3A LBD mod	SENP6 inh
CC(=O)Nc1ccc(N(C(=O)c2ccco2)C(C(=O)NC2CCCC2)c2ccc(N(C)C)cc2)cc1 (stereo not drawn)	0	16	0.8	6	0.88	-2	-1	-2
CC1(C)Cc2c(sc3ncn4nc(CCC(=O)O)c(=O)nc4c23)CO1	-2	0	-0.4	-219	0.95	-3	2	-4
N#Cc1nc(Cl)c(Cl)c(NN)c1Cl	0	4	49	35	1.1	4	-1	-6
Cc1noc(C)c1CSCC(=O)Nc1cc(S(C)(=O)=O)ccc1Cl	-1	5	-0.3	4	0.91	1	2	-1
COc1ccc(C(=O)/C=C/c2ccc(O)cc2)c2c1CC(O)C(C)(C)O2 (stereo not drawn)	16	51	1.1	-10	0.93	-35	-9	-17
CCC1(O)CCCC2C3CCC4CC(=O)CCC4(C)C3C(=O)CC21C (stereo not drawn)	0	6	1.2	1	/	-11	2	/
O=C(c1ncn2c1c(=O)[nH]c1ccccc12)N1CCc2ccccc2C1	0	8	0.8	-22	/	/	/	/
O=c1oc(-c2ccc(O)c(O)c2)cc2cccc(O)c12	-12	25	9.0	-164	0.87	-32	24*	1
O=S(=O)(CCS(=O)(=O)c1ccccc1)c1ccccc1	3	2	-0.2	7	/	-5	-2	/
CC(c1nnc(SCn2nnc3ccccc3c2=O)n1-c1ccc(Cl)cc1)N(C)C (stereo not drawn)	0	-2	0.4	5	0.82	4	1	-7
Cc1onc(-c2c(F)cccc2Cl)c1C(=O)Nc1cc(S(=O)(=O)N2CCCCC2)ccc1O	-2	-2	84*	10	/	-7	16*	/
CN(CC(=O)Nc1cccc(F)c1)C(=O)c1ccc(N2CCCC2)c([N+](=O)[O-])c1	2	-17	3.0	19	0.92	-1	6	-3
Cc1sc(NC(=O)CSc2nnnn2C2CCCC2)c(C#N)c1C	2	-1	2.8	4	1.2	-3	4	2
COc1ccccc1CCC(=O)Nc1nc2ccccc2[nH]1	1	-7	2.6	13	1.2	1	1	0
COc1ccnc(Oc2ccccc2)c1-c1ncn[nH]1	3	-1	0.2	1	1.1	-7	-1	-8
COC(=O)c1c(NC(=O)Cn2nc(C(F)F)cc2C(F)F)sc(C)c1C	-1	59	-1.9	0	0.96	1	-1	-14
O=C(CCc1nnc(CCCCc2ccccc2)o1)NCCN1CCCCC1=O	-3	-5	-0.8	-153	1.1	5	1	-16
CC(NC(=O)Cn1nc(C(=O)O)c2ccccc2c1=O)c1ccccc1 (stereo not drawn)	4	-9	-1.9	25	1.2	-1	-2	-20
COc1ccc(CNC(=O)c2ccccc2SCC(=O)N2CCCC2)cc1OC	-2	4	0.8	-4	1	-6	1	-9
CC(=O)c1c(C)[nH]c(C(=O)CSc2nnc(CN3CCCCCC3=O)n2-c2ccccn2)c1C	2	19	1.7	1	1.3	3	1	-1
Cc1cc2cc(CN(Cc3cccs3)C(c3nnnn3C(C)(C)C)C(C)C)c3nnnn3c2cc1C (stereo not drawn)	-4	15	-1.6	-3	/	-6	2	/
COc1ccc(OC)c(Cc2nnc(CCC(=O)N3CCCCCC3)o2)c1	0	2	0.3	8	1	-4	-1	-7
CC(=O)Nc1ccc(N(CC(=O)NC2CCCCC2)C(=O)Cn2nnc(-c3ccccc3)n2)cc1	0	3	-0.7	3	0.92	-5	1	11
C[C@H](O)[C@@H]1CN2CCc3c([nH]c4ccc(-c5ccc6c(c5)OCO6)cc34)[C@@H]2C[C@@H]1N(C)C(=O)NC1CCCCC1	-26	-7	-0.4	-31	/	/	/	/
CCNC(=O)C12CCC(C)(C(=O)O1)C2(C)C (stereo not drawn)	2	-11	-0.1	10	1.1	-5	-114	10
O=C1CCc2cc(S(=O)(=O)N3CCN(c4ccccc4)CC3)cc3c2N1CCC3	2	-13	-0.8	-1	0.96	-8	2	-4
C=CCCCOc1ccc(C(=O)O)cc1	1	-11	-0.3	13	1	-6	0	5
O=C(Cc1ccc(Br)cc1)NCCN1CCOCC1	-2	-11	0.4	9	0.95	-2	2	5
CCc1cccc(NC(=O)C2CCCN2S(=O)(=O)c2ccc3c(c2)CC(C)N3C(C)=O)c1 (stereo not drawn)	0	-6	0.3	6	0.9	-8	1	-18
CCC(=O)NC(=S)Nc1cccc(C(C)=O)c1	1	6	-0.4	16	1.1	-3	0	-1
Cc1ccc(C(=O)NC(=S)N2CCN(c3ccccc3F)CC2)cc1	1	-3	-0.8	18	1.2	11	-5	4
O=C(Nc1ccc(S(=O)(=O)N2CCc3ccccc32)cc1)C(F)(F)F	2	3	1.1	18	0.93	-1	-15	-18
O=C(CSc1nnc2ccccn12)N1CCc2ccccc21	1	-1	-0.8	-26	1.1	-16	4	2
COc1ccc2nc(NC(=O)CS(=O)(=O)c3ccc(C)cc3)sc2c1	1	-3	2.6	-44	1.1	-5	-13	-11
N=C1/C(=C\c2ccc(SCc3ccccc3)o2)C(=O)N=C2SC(CC(=O)N3CCOCC3)=NN12	-66	-14	8.3	7	0.9	21	-3	-5
N#Cc1ccc(-c2csc(NC(=O)C3CC3)n2)cc1	-1	16	-1.3	-225	1	-4	-1	-16
COc1ccc(/C(O)=C/c2nc3ccc(C(=O)NCCc4cccc(C)c4)cc3[nH]c2=O)cc1OC	-26	-22	0.6	-172	1.1	-8	-6	-6
CCOC(=O)N1CCN(C(=O)CCSc2ccccc2)CC1	0	-8	-1.7	20	0.91	-11	0	-17
COC1=CC(=O)C(C2CC(=O)c3c(O)cc(O)cc3O2)=CC1=O (stereo not drawn)	12	124*	0.5	16	/	0	-5	/
O=[N+]([O-])c1ccc(CN2CC(N3CCN(CCO)CC3)CS2(=O)=O)cc1 (stereo not drawn)	0	-9	0.2	18	/	/	/	/
O=C(Nc1ccc(OC(F)(F)F)cc1)c1ccc(S(=O)(=O)N2CCOCC2)o1	0	16	6.1	19	0.81	-3	-2	-18
O=c1[nH]nc(N2CCOCC2)c(=O)[nH]1	5	-5	0.2	18	1.1	-5	0	-11
O=C(CCc1ccccc1)Nc1ccnn1C1CCN(C/C=C/c2ccccc2)CC1	0	2	-0.5	6	1.9	-9	1	-2
O=C1COc2c1ccc(O)c2O	2	-8	0.6	4	/	0	0	/
C=CCNc1nc(NCCN2CCOCC2)nc(OC)n1	2	-12	-1.5	8	1.4	1	-6	-10

Limited to PfG6PD inh and MPTP block, for some of the entries so far:
| Compound | PfG6PD inh | MPTP block |
| --- | --- | --- |
| O=C(CSc1nnc2ccccn12)N1CCc2ccccc21 | -1 | -0.8 |
| CCOC(=O)N1CCN(C(=O)CCSc2ccccc2)CC1 | -8 | -1.7 |

Next section
SMILES	SENP1 inh	PfG6PD inh	MPTP block	SENP8 inh	hIAP act	ATG4B inhibitor	GRIN3A LBD mod	SENP6 inh
COc1ccc2c(CC(=O)NCC3CCC(C(=O)O)CC3)cc(=O)oc2c1 (stereo not drawn)	-5	-20	-0.7	-480	1	-4	1	-3
COc1ccc(NC(=O)N2CCN(C(=O)c3ccco3)CC2)c(OC)c1	0	7	0.4	0	1	0	-2	6
O=C(Nc1ccccc1Cl)c1c(F)c(F)c(F)c(F)c1F	0	2	-0.2	2	1.1	7	-1	0
Cc1ccc(NC(=O)c2cc(-n3cnnc3)ccc2Cl)c(C)c1	0	0	1.0	12	1.1	0	-1	-2
Cc1ccc(S(=O)(=O)NCc2ccc(C(=O)NCCCN3CCC(Cc4ccccc4)CC3)cc2)cc1	-1	12	0.2	3	1.1	-1	0	-17
Clc1ccc(CNCc2cccs2)cc1Cl	1	14	0.0	14	1.2	0	-3	6
COc1ccc(C(C)NC(=O)c2ccccc2)cc1 (stereo not drawn)	0	-10	0.2	17	0.96	-8	0	-31
Cc1oc(-c2ccccc2F)nc1CS(=O)(=O)CC(=O)N1CCc2ccccc21	-1	16	-1.5	21	0.98	2	-4	-2
O=C(NNC(=O)C1CCN(C(=O)Nc2ccccc2)CC1)c1ccc(F)cc1	-1	-11	-0.8	-24	1	4	0	-3
COc1ccc(OCCN2CCN(C(=O)c3ccc(OC(F)F)c(OC)c3)CC2)cc1	2	-11	0.2	14	1.1	-14	-2	2
CC(C)(C)SCCNC(=O)c1ccc(NS(C)(=O)=O)cc1	3	-3	0.6	8	1.1	-3	1	-7
COCCCNC(=O)CCn1c(=O)c2ccccc2n(CC(=O)NCCc2ccc(OC)c(OC)c2)c1=O	1	-13	0.0	21	1.1	6	0	8
O=C(CSc1nnc(-c2ccccc2)n1Cc1ccco1)Nc1ccc(S(=O)(=O)N2CCCC2)cc1	3	-12	-2.6	8	0.98	36	-3	-13
O=C(CSc1nc2ccccc2s1)Nn1cnnc1	0	-16	0.5	10	0.89	-17	-2	-3
CC(NC(=O)c1ccc(NC(=O)CC2SC(N3CCCC3)=NC2=O)cc1)c1ccccc1 (stereo not drawn)	2	1	0.3	9	0.97	8	0	2

Rewritten with two lines to a compound: entries from further up
The line under a structure holds: SENP1 inh	PfG6PD inh	MPTP block	SENP8 inh	hIAP act	ATG4B inhibitor	GRIN3A LBD mod	SENP6 inh
COCCCNC(=O)CCn1c(=O)c2ccccc2n(CC(=O)NCCc2ccc(OC)c(OC)c2)c1=O
    1	-13	0.0	21	1.1	6	0	8
O=C(CSc1nnc(-c2ccccc2)n1Cc1ccco1)Nc1ccc(S(=O)(=O)N2CCCC2)cc1
    3	-12	-2.6	8	0.98	36	-3	-13
O=C(CSc1nc2ccccc2s1)Nn1cnnc1
    0	-16	0.5	10	0.89	-17	-2	-3

The list goes on.
SMILES	SENP1 inh	PfG6PD inh	MPTP block	SENP8 inh	hIAP act	ATG4B inhibitor	GRIN3A LBD mod	SENP6 inh
CCc1ccc2[nH]c(=O)c(C(c3nnnn3CC3CCCO3)N3CCCc4ccccc43)cc2c1 (stereo not drawn)	-11	15	4.1	0	0.96	5	-1	7
CCC1C(C#N)=C(SCC(N)=O)NC2=C1C(=O)CC(C)(C)C2 (stereo not drawn)	-9	-6	1.8	-7	0.92	2	-2	-9
Cc1cccc(C)c1NC(=O)CS(=O)CC(=O)Nc1ccc(N2CCOCC2)cc1 (stereo not drawn)	-1	-4	-0.9	12	0.97	-4	-1	12
CCOC(=O)C1CCN(C(=O)CCC2CCCC2)CC1	2	-7	-0.1	7	0.9	-2	-1	-6
CNC(=O)NC(=O)C(C)Oc1ccccc1F (stereo not drawn)	0	-9	-1.3	24	0.96	0	-1	6
CN(C)/C=N/c1nc(Sc2ccc(C(F)(F)F)cc2[N+](=O)[O-])n[nH]1	1	-3	1.4	19	1.3	-1	0	-41
Cc1cc(C)c(S(=O)(=O)N(C)Cc2cnn(C)c2)c(C)c1	1	10	-0.6	10	0.88	-17	0	-4
CCOc1cc(C(=O)N(C)CC(=O)Nc2cccc(F)c2)ccc1OCC(=O)N1CCOCC1	0	11	0.1	14	0.95	-2	0	1
Cc1ccc(S(=O)(=O)N2CCN(C3CCN(Cc4ccccc4)CC3)CC2)cc1	-3	-18	0.5	4	1.1	4	-5	-11
Cc1cccc(-n2c(C)nc3ccsc3c2=O)c1	1	-1	1.6	7	1	-1	1	-14
O=C(NC1CCCc2ccccc21)c1ccccc1 (stereo not drawn)	0	-6	1.4	15	1.1	3	-13	1
COc1ccc(CNCC(O)(c2ccc(Cl)cc2)c2ccc(Cl)cc2)cc1	0	27	3.8	11	0.94	-7	-8	-2
CCOc1cc(S(=O)(=O)Nc2ccc(Cl)cn2)ccc1Cl	1	7	-1.8	-1	1.3	-4	-7	-15
COc1cccc(-n2c(N)c(C(=O)Nc3c(C)n(C)n(-c4ccccc4)c3=O)c3nc4ccccc4nc32)c1	-54	31	1.4	-434	1.1	1	2	5
COc1ccccc1NC(=O)NS(=O)(=O)c1ccc(C)cc1	1	3	0.5	23	0.99	-11	3	-20
CN(CC(=O)Nc1cc(Cl)ccc1C#N)C1CCS(=O)(=O)C1 (stereo not drawn)	-4	7	-0.8	-7	1.2	-12	4	-10
COc1ccc(/C=C/C(=O)O)cc1S(=O)(=O)N1CCCCC1	-2	-27	0.7	7	1	-3	0	-21

Screens deposited in PubChem BioAssay by Sanford-Burnham Center for Chemical Genomics.
